CHRM5 antagonist – blocks acetylcholine activation of human M5 receptor | P08912 | CHO-hM5 cells, Fluo-8 calcium fluorescence, ACh EC80 | inhibition, % at 3 µM | actives 0.59% (n = 360,000) | AID 624040;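 active = inhibition above a per-plate cutoff, the mean of that plate's test compounds plus 3 SD, cut at about 27% in these data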;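 note: 0% = acetylcholine EC80 with DMSO and 100% = DMSO without agonist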
Target sequence (P08912 whole entry, looked up): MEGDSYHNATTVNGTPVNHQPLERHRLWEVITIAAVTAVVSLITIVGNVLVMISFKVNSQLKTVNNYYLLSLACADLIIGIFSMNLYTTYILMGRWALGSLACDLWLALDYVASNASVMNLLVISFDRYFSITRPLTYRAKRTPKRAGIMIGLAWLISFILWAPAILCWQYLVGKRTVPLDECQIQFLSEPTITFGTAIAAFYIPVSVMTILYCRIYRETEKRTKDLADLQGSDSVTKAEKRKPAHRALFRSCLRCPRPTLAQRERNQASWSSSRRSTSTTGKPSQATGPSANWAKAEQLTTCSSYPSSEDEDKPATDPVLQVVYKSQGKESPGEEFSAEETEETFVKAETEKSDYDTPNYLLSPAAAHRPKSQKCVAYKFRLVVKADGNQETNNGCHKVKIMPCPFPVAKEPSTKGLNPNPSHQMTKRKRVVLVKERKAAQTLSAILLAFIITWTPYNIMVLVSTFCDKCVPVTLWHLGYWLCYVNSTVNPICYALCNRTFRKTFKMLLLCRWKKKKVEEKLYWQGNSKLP
CHRM5 agonist – CHRM5 agonism in calcium assay. P08912. CHO-K1 hM5 cells, Fluo-8 calcium fluorescence; 0% DMSO wells, 100% maximal acetylcholine response. activation, % at 3 µM. actives 0.19% (n = 360,000). AID 624037;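 active = activation above the run's mean over test compounds plus 3 SD, cut at about 23% in these data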;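 note: signal is peak over basal fluorescence ratio across the kinetic read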
CRFBP-R2 agonist – agonists of human CRF-binding protein/CRF-R2 receptor complex | HEK293 CRF-R2/CRF-BP, calcium dye fluorescence (FLIPR); percent of saturating CRF peptide response | actives 0.46% (n = 350,000) | activation, % at 13.2 µM;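 active = activation of at least 50%, plus an integration ratio under a set limit after plate pattern correction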;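 note: plate controls were neutral control wells without compound for no effect and CRF at EC100 for full effect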
CHRM4 antagonist – CHRM4 antagonism in calcium assay | CHO-hM4 cells, ACh EC80, Fluo-8 calcium fluorescence | P08173 | actives 0.73% (n = 360,000) | inhibition, % at 3 µM | AID 624125;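 active = inhibition above its plate's cutoff, the mean inhibition of sample wells plus 3 SD, cut at about 27% in these data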;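 note: 0% = acetylcholine EC80 with DMSO and 100% = DMSO without agonist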
Target sequence (P08173 whole entry, looked up): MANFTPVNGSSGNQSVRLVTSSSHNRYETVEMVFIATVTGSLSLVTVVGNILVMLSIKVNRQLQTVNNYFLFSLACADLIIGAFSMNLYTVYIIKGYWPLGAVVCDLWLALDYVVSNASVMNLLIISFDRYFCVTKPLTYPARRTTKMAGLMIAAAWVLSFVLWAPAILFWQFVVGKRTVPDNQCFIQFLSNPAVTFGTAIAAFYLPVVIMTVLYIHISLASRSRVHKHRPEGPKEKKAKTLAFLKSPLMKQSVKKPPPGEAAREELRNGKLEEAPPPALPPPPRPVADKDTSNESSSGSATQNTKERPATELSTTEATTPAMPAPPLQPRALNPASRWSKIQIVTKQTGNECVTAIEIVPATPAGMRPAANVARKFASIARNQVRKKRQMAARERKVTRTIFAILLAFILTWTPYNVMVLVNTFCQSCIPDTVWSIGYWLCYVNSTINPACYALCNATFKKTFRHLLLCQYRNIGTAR
M4 ag – agonists of human muscarinic M4 receptor (CHRM4); P08173; CHO-K1 hM4/Gqi5, Fluo-8 calcium fluorescence; vehicle 0%, full acetylcholine response 100%; activation, % at 3 µM; actives 0.14% (n = 360,000);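 active = activation above the run mean over all test wells plus 3 SD, cut at about 32% in these data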;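 note: peak over basal fluorescence ratio per well then scaled between controls; 0% = DMSO wells and 100% = acetylcholine at EC100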
CHRM5 PAM – positive allosteric modulators of human muscarinic M5 receptor | P08912 | CHO-K1 hM5, Fluo-8 calcium, ACh EC20 PAM; 0% = ACh EC20, 100% = ACh EC100 | activation, % at 3 µM | actives 0.3% (n = 360,000) | AID 624038;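 active = activation above the run cutoff, the mean activation of all test compounds plus 3 SD, cut at about 18% in these data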
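System – CHO-K1 hM5 cells · Compound – 3 µM, single dose · Incubation – compound preincubation 140 s before EC20 acetylcholine addition · Technique – Fluo-8 calcium fluorescence · Measure – Max/basal fluorescence ratio as % of EC20–EC100 ACh window · Benchmarks – low control EC20 acetylcholine (0%), high control EC100 acetylcholine (100%) · Replication – singlicate, one well per test compound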
M1 PAM – positive allosteric modulators of human M1 muscarinic receptor | P11229 | CHO-K1 hM1, Fluo-8 calcium fluorescence, ACh EC20; 0% = ACh EC20, 100% = maximal ACh | activation, % at 3 µM | actives 0.088% (n = 360,000); in the data active = activation above about 19%, passing the limit was not always enough
CRFR2-BP antag – antagonists of CRF-binding protein/CRF-R2 receptor complex. HEK293 CRF-R2/CRF-BP, CRF-induced calcium fluorescence. inhibition, % at 11.8 µM. actives 0.59% (n = 350,000);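 active = inhibition of the ligand-induced calcium signal above about 50% at the single tested concentration, limit read from the data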
M4 PAM – positive allosteric modulators of human muscarinic M4 receptor; P08173; CHO-K1 hM4/Gqi5, Fluo-8 calcium fluorescence, ACh EC20; 0% = ACh EC20, 100% = maximal ACh; actives 0.4% (n = 360,000); activation, % at 3 µM;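 active = activation above its plate's cutoff, the mean activation of sample wells plus 3 SD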; note: some results filed as inactive read as strong as hits
* hit, by the source's call; . = not tested or not shown.

SMILES	CHRM5 antagonist	CHRM5 agonist	CRFBP-R2 agonist	CHRM4 antagonist	M4 ag	CHRM5 PAM	M1 PAM	CRFR2-BP antag	M4 PAM
O=C(NCCOc1ccccc1F)c1ccc2c(=O)n3c(nc2c1)CCC3	4.7	1.0	-1.2	-12.1	3.0	1.9	3.8	1.4	4.1
CC(=NCCc1ccccc1)C1=C(O)COC1=O	5.8	-1.5	2.1	2.1	0.0	-0.3	5.0	2.3	3.6
COc1ccc(CCNS(=O)(=O)c2ccc3oc(C(=O)O)c(C)c3c2)cc1OC	3.5	3.0	1.3	5.8	1.5	-2.1	9.1	-9.2	3.1
O=C(/C=C/c1ccccc1Cl)NC(=S)Nc1ccccc1C(=O)NC1CCCCC1	9.9	-2.2	-0.4	2.4	-0.7	-3.9	-5.0	-13.4	9.9
Cc1ccc(C)c(N(C(=O)c2csnn2)C(C(=O)NC2CCCCC2)c2ccccn2)c1 (stereo not given)	-1.2	-0.8	-1.4	4.7	2.4	4.7	0.8	-23.3	-12.8
N/C(=N\OC(=O)CC1CCCCC1)c1ccccc1	-2.9	-2.3	-0.9	4.5	0.3	-1.4	11.7	-5.8	-2.6
CSc1cccc(NS(=O)(=O)c2ccc3c(c2)CCN3C(C)=O)c1	22.0	3.9	-0.1	3.5	20.6	-17.1	-15.2	-16.3	-11.6
Cc1ccccc1C(=O)Nc1nc2c(C)csc2c(=O)s1	11.9	-3.0	-0.9	4.8	0.2	0.0	5.7	9.2	-9.1
Cn1nccc1C(=O)NC(=S)Nc1cc(Cl)cc(Cl)c1	11.9	-2.5	0.5	-16.2	1.1	3.4	-0.2	-14.8	-1.0
COc1ccc(C(C)(C)C)cc1NC(=O)COC(=O)C1=NNC(=O)CC1	-2.5	-0.1	-0.9	-1.8	1.2	0.5	2.9	-1.8	-1.0
Cc1cc(F)ccc1S(=O)(=O)N1CCCOC1CNC(=O)C(=O)NC1CCCCC1 (stereo not given)	-3.0	-0.3	0.2	-6.4	2.4	-0.3	5.1	-7.0	1.7
CN(CCc1ccccc1)C(=O)c1ccc(NC(=O)Cc2ccc(NC(=O)C3CCN(C(=O)c4ccccc4)CC3)cc2)cc1	6.0	0.3	0.2	2.7	-0.2	0.0	-1.3	-9.8	-0.7
CSC(=S)N/N=C/c1ccc(Br)cc1	1.8	-2.8	1.6	-16.1	1.6	-2.0	11.6	-15.8	23.1*
Clc1ccc(/C=C/c2nc3ccccc3[nH]2)cc1	-2.3	-1.4	-2.8	4.2	-2.3	-3.6	13.7	33.4	4.4
COc1ccc(CSc2nc3nc(C)cc(C)n3n2)cc1F	12.5	0.1	4.2	-1.9	1.6	0.5	7.5	-1.8	8.0
COc1ccc(CCNC(=O)c2c(C)noc2C)cc1	2.6	2.0	0.3	-4.9	1.5	-2.9	-6.0	15.0	0.9
Cc1ccc(C)c(N2N=C(C(=O)Nc3ccccc3N3CCCC3)CCC2=O)c1	2.4	-3.3	3.3	-18.3	0.0	-1.7	5.5	-2.2	6.5
Cc1cccc(C)c1NC(=O)c1c(-c2ccccc2)noc1C	-9.8	-3.0	-1.5	-13.7	1.1	1.5	-0.2	-13.3	5.1
Cc1ccc(C(=O)NC2=NCCS2)cc1Cl	8.1	-4.9	1.0	-3.4	0.3	3.1	4.4	-0.7	-0.6
COC(=O)c1ccc(NC(=O)CN(C)Cc2cccc(F)c2)cc1	-1.1	-2.2	-3.5	-8.9	1.4	9.9	4.0	-1.9	2.1
CC(C)(C)c1ccc(OCC(=O)NN2Cc3ccccc3C2=N)cc1	-0.5	-5.3	1.1	2.0	0.9	5.6	0.1	-13.0	1.4
Cc1c(C(=O)N2CCc3ccccc32)cnn1C	8.3	1.5	4.8	-4.6	15.3	-13.5	-3.3	-9.7	-15.2
CCNc1nc(NCC)n2c(SCC(=O)c3ccccc3Cl)nnc2n1	20.7	0.0	-2.1	-5.3	12.7	-11.3	-4.9	-2.8	-6.2
Cc1ccc(NCc2nnc(SCC(=O)NCCc3ccccc3)n2C)cc1	-2.5	-1.4	-5.1	0.9	-0.3	2.9	-1.8	-39.1	12.8
CC(C)N(C(=O)Cn1cc(S(=O)(=O)CC(=O)NCc2ccccc2)c2ccccc21)C(C)C	14.8	-2.8	-2.5	2.1	0.5	-3.7	-0.4	-9.7	-3.2
O=C(NNC(=O)c1cccs1)c1ccc(Cl)nc1	10.5	1.3	0.0	2.2	1.4	-2.8	10.6	0.4	0.1
Cc1cccc(CN2CCN(C(C)C(=O)NC(C)c3ccccc3)CC2)c1 (stereo not given)	-1.1	-6.3	1.1	5.4	1.0	0.4	1.8	-3.3	-3.0
CC(=O)c1ccc(S(=O)(=O)N2Cc3ccccc3CC2C(=O)O)cc1 (stereo not given)	11.2	-2.7	-0.1	15.9	0.9	-3.6	4.0	-2.3	-1.1
Cn1c(SCC(=O)Nc2ncc(C(F)(F)F)cc2Cl)nnc1-c1ccc(Cl)cc1	-2.5	-5.7	-5.4	-9.5	-2.3	-7.5	0.0	2.3	1.4
N#CCOC(=O)C1CSC2(c3ccc(Br)cc3)CCC(=O)N12 (stereo not given)	2.3	-2.9	-1.0	-0.3	1.6	-1.0	3.9	5.8	-2.9
CC1(C(=O)NS(=O)(=O)c2cccc(F)c2)CCN1C(=O)CC1CCCCC1 (stereo not given)	0.3	0.0	.	-2.7	1.0	1.3	6.2	.	5.6
Nc1ccc(NC(=O)Nc2ccc(N)cc2)cc1	-2.2	-1.6	-1.8	7.0	1.1	0.4	2.3	3.9	-6.4
O=C(COc1ccccc1Cl)Nc1ccc(C(=O)c2ccc(C(=O)O)cc2)cc1	1.6	1.8	-1.3	-0.6	6.3	-5.7	-4.6	-7.4	-5.4
CCN(CC)c1ccc(NC(=O)Nc2cccc3ccccc23)cc1	-9.2	-8.0	2.7	-10.0	-0.6	0.4	7.3	-6.3	0.6
O=C(O)c1cccnc1SC1CC(=O)N(c2cccc(C(F)(F)F)c2)C1=O (stereo not given)	-1.2	0.0	1.3	-8.0	0.6	3.8	4.8	8.2	3.5
COCCn1c(=S)[nH]c2cc(C(=O)N3CCc4ccccc4C3)ccc2c1=O	3.0	-0.3	-1.4	-4.5	0.8	-1.9	0.8	-4.7	-1.7
O=C(NCc1ccc2c(c1)OCO2)C(C(=O)c1ccccc1)n1cc(Cl)ccc1=O (stereo not given)	3.8	-1.0	0.7	-1.1	0.8	-0.4	2.3	-12.2	1.3
O=C(CCCC(=O)N(CC(=O)NC1CCCCC1)c1ccc(F)cc1)Nc1ccccn1	11.9	-1.9	1.1	-10.2	1.8	-5.5	14.4	-13.5	0.8
CC(=NNc1ccc2ccccc2n1)c1ccccc1O	1.9	-5.2	0.1	-7.6	-0.3	6.2	-0.9	-8.6	10.0
COc1ccc2oc(=O)c(/C(C)=N/Nc3nc(-c4cc(C)ccc4C)cs3)cc2c1	2.4	-3.0	-0.5	-5.4	1.0	-2.0	4.6	11.0	8.9
CC1Cc2ccccc2N1C(=O)CSc1nnc2c(n1)[nH]c1ccccc12 (stereo not given)	-3.0	0.4	1.1	3.2	2.0	-0.4	4.6	2.4	1.2
O=C(COc1cccc(F)c1)N[C@@H](Cc1ccccc1)c1nc2ccccc2[nH]1	8.2	-3.5	-1.6	-9.8	4.4	-7.5	0.1	6.4	5.1
O=C(c1ccc([N+](=O)[O-])cc1)N(C1=NCCCCS1)c1ccccc1	0.8	-2.5	-0.2	3.8	-0.4	3.6	-0.1	0.2	-4.0
COc1ccccc1-c1nc(C(N)=O)c2[nH]c(=O)n(-c3cccc(C)c3)c2n1	-1.9	1.2	-1.8	9.6	2.1	0.9	7.7	6.0	8.9
CCN(C(=O)COC(=O)c1c(C)nn(-c2ccccc2)c1C)C1CCS(=O)(=O)C1 (stereo not given)	2.6	-3.8	-0.9	4.5	1.0	-7.9	4.0	10.5	-0.4

Whole records, looked up by structure. Order of values: CHRM5 antagonist | CHRM5 agonist | CRFBP-R2 agonist | CHRM4 antagonist | M4 ag | CHRM5 PAM | M1 PAM | CRFR2-BP antag | M4 PAM
CC1Cc2ccccc2N1C(=O)CSc1nnc2c(n1)[nH]c1ccccc12 (stereo not given) is listed as -3.0 | 0.4 | 1.1 | 3.2 | 2.0 | -0.4 | 4.6 | 2.4 | 1.2
O=C(c1ccc([N+](=O)[O-])cc1)N(C1=NCCCCS1)c1ccccc1 is listed as 0.8 | -2.5 | -0.2 | 3.8 | -0.4 | 3.6 | -0.1 | 0.2 | -4.0
CC(=NNc1ccc2ccccc2n1)c1ccccc1O is listed as 1.9 | -5.2 | 0.1 | -7.6 | -0.3 | 6.2 | -0.9 | -8.6 | 10.0
O=C(COc1ccccc1Cl)Nc1ccc(C(=O)c2ccc(C(=O)O)cc2)cc1 is listed as 1.6 | 1.8 | -1.3 | -0.6 | 6.3 | -5.7 | -4.6 | -7.4 | -5.4

Carrying on:
SMILES	CHRM5 antagonist	CHRM5 agonist	CRFBP-R2 agonist	CHRM4 antagonist	M4 ag	CHRM5 PAM	M1 PAM	CRFR2-BP antag	M4 PAM
CN(Cc1ccccc1)C(=O)C1CCCN1S(=O)(=O)c1ccc2c(c1)n(C)c(=O)c(=O)n2C (stereo not given)	9.2	0.3	-0.9	-7.6	-0.5	0.0	8.4	-1.1	4.5
Cn1c(N)c(C(=O)CSc2nc3ccccc3c(=O)n2Cc2ccccc2)c(=O)n(C)c1=O	7.3	-1.0	-0.1	6.9	1.0	-2.9	7.6	-8.7	16.3
Cc1noc(C)c1CCC(=O)NC1CCCN(Cc2ccc(CC(C)C)cc2)C1 (stereo not given)	-4.2	-5.6	1.0	-4.1	4.4	-0.8	-22.3	-12.5	-11.3
COc1ccc(N2CCN(C(=O)c3ccc(NS(=O)(=O)c4cccs4)cc3)CC2)cc1	-0.9	6.9	-1.8	6.5	6.7	1.1	-2.8	25.2	-8.2
Cc1cc(O)c(C(=O)/C=C/c2cccc([N+](=O)[O-])c2)c(=O)o1	-16.6	3.1	-0.8	-1.1	0.5	11.6	3.8	-6.1	-5.9
CCOc1ncccc1C(=O)OCC(=O)c1cc(C)n(Cc2ccco2)c1C	-9.8	-7.6	6.5	-6.3	4.5	-11.0	6.9	25.7	8.9
CC(Sc1nnnn1C)C(=O)Nc1ncc(Cl)cc1Cl (stereo not given)	7.5	1.3	-0.8	-1.0	0.1	8.5	4.8	-2.6	7.7
COCC(=O)n1nc(-c2ccccc2)nc1NCc1ccc(F)cc1	-0.9	1.5	-0.2	8.2	1.2	2.0	4.5	3.3	-1.2
Cc1ccc(CN2CCSCC2)c(C)c1	-6.5	-1.3	0.2	-2.3	0.0	2.5	-2.7	-8.8	7.6
Cc1ccc(C(C#N)c2ccc(Cl)nn2)cc1 (stereo not given)	6.7	-3.6	1.1	21.1	0.2	-7.4	7.4	-6.3	-3.1
O=C(NC1CCCCC1)C(c1ccco1)N(C(=O)c1csnn1)c1cccc(F)c1 (stereo not given)	1.6	-1.2	-1.0	-12.8	1.0	6.3	15.1	-4.2	12.9
COc1ccc(CC(=O)NC(CC(=O)O)c2cccc([N+](=O)[O-])c2)cc1 (stereo not given)	1.2	-1.2	-0.2	-2.2	1.0	8.3	14.1	21.4	3.6
Cc1nn(-c2ccccc2)c(NC(=O)c2cccs2)c(-c2ccc(Cl)cc2)c1=O	6.7	-1.5	2.2	1.5	0.2	-2.6	11.5	1.9	2.3

Bioassay records from PubChem.
